CTSL1 counter: cathepsin L1 inhibition, PFM18AAP counter-screen | recombinant F. hepatica cathepsin L1, Z-Leu-Arg-MCA fluorescence | inhibition, % at 5.96 µM | 0.49% of 300,000 active;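 active = inhibition above the mean of all tested compounds plus 3 SD, set per screening campaign, cut at about 17% in these data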;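 note: 0% = plate median of test compound wells and 100% = 1 µM Z-Phe-Ala-diazomethylketone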
Efflux pump inh: antifungal efflux pump inhibition, Nile Red retention; 0.44% of 330,000 active; S. cerevisiae Candida pump triplex; inhibition, % at 10 µM;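 active = plate passing quality check with inhibition over a set limit, or well fluorescence over plate mean plus 4 SD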;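 note: Nile Red retained in pooled yeast measured as flow cytometry median fluorescence; 0% = buffer negative control and 100% = Enniatin B positive control; higher means more Nile Red kept so more efflux inhibition; some compounds called inactive have numbers as strong as hits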
PP5 primary: PP5 (human) phosphatase inhibition | P53041 | purified PP5c, OMFP substrate fluorescence | inhibition, % at 6.7 µM | 0.18% of 320,000 active;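 active = inhibition above the campaign's mean inhibition across all tested compounds plus 3 SD, cut at about 9.5% in these data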;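 note: 0% = DMSO only and 100% = 100 µM cantharidin control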
Target sequence (P53041 whole entry, looked up): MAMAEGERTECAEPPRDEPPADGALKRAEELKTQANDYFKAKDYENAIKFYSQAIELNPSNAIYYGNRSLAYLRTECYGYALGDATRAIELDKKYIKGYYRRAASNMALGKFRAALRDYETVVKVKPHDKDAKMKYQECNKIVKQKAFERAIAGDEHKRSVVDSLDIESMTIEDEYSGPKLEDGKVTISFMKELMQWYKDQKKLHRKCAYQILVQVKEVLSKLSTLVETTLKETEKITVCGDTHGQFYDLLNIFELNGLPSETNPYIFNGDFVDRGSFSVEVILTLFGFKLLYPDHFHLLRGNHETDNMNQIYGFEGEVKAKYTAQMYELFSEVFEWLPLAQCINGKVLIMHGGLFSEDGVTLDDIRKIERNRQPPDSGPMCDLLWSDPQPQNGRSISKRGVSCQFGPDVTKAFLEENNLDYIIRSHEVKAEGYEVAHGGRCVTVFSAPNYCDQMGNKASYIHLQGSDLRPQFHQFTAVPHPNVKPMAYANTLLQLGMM
TPT1 inh: blocks Candida albicans tRNA 2'-phosphotransferase | 0.81% of 300,000 active | recombinant caTPT1, FP RNA substrate dephosphorylation | inhibition, % at 5 µM;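 active = inhibition above the mean of all tested compounds plus 3 SD, set per screening campaign, cut at about 24% in these data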;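 note: plate controls were DMSO alone for no effect and ferristatin control at 100 nM for full effect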
core dimer inh: blocks dimerization of HCV core protein; 0.33% of 300,000 active; AID 1899; TR-FRET GST/Flag-core106 dimerization, 1536-well; inhibition, % at 5 µM;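 active = inhibition above the mean of all tested compounds plus 3 SD, set per screening campaign, cut at about 45% in these data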
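Assay system: tagged HCV core106 pair (GST and Flag); medium: KF-containing HEPES buffer, pH 7.45, DTT, CHAPS, BSA; also added: Eu donor and XL665 acceptor anti-tag antibodies; dosing: 5 µM single dose; timing: compound-protein-antibody incubation 4 h at 22.5 °C; signal: TR-FRET 671 and 617 nm emission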
JMJD2C inh: inhibitors of human GASC-1 (JMJD2C) demethylase; 0.069% of 330,000 active; GST-JMJD2C(1-420) H3K9me3 demethylation, DELFIA europium; Q9H3R0; inhibition, % at 2.35 µM;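 active = more than half of a compound's replicate wells show inhibition beyond 50%, single wells judged on their own value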;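 note: signal counts dimethyl H3K9 product captured on neutravidin plate; 0% = median of DMSO wells and 100% = 0.3 times that DMSO median; strong numbers were not always called active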
PP1 counter: counter-screen for PP5 inhibitors: inhibitors of human PP1-alpha. P62136. inhibition, % at 6.7 µM. 0.9% of 320,000 active. purified PP1alpha, OMFP fluorescence;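 active = inhibition above the mean inhibition of all tested compounds plus 3 SD, computed separately for each screening campaign, cut at about 15% in these data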
proCasp3 act: procaspase-3 (human) activation. activation, % at 8.5 µM. 0.11% of 330,000 active. recombinant procaspase-3 D3A, Ac-DEVD-pNA absorbance 405 nm. P42574;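 active = activation above the mean of all tested compounds plus 3 SD, cut at about 21% in these data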;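 note: 0% = DMSO alone and 100% = DMSO wells spiked with extra 5 µM PC-3 D3A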
Target sequence (P42574 whole entry D9A/D28A/D175A): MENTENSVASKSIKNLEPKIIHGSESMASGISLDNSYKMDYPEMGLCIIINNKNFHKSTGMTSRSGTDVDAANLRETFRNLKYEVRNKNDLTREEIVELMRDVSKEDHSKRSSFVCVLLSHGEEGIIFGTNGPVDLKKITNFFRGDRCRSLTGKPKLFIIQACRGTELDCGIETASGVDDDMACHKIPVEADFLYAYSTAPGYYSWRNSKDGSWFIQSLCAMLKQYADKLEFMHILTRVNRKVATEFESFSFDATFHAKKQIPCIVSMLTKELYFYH
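Test system: Procaspase-3 D3A mutant; medium: Zinc-free HEPES/NaCl buffer with 0.01% Triton X-100 at pH 7.4; reagent: DEVD-pNA substrate; doses: one concentration, 8.5 µM nominal, 0.8% DMSO; times: 1 h preincubation plus 2 h reaction at 25 °C; signal: Epi-absorbance at 405 nm of released p-nitroaniline, 0 and 120 min; replicates: singlicate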
proCasp7 act: activates human procaspase-7, counter-screen for procaspase-3 activators; 0.093% of 330,000 active; P55210; recombinant procaspase-7, Ac-DEVD-pNA absorbance 405 nm; D23A/D198A/D206A triple mutant, cannot self-cleave; scale: DMSO 0, 5 µM enzyme 100; activation, % at 8.5 µM;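 active = percent activation above the screen-wide mean plus 3 SD, cut at about 25% in these data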
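signal = Epi-absorbance of released pNA at 405 nm, two timepoints | assay system = Uncleavable procaspase-7 mutant enzyme | reagent = Ac-DEVD-pNA substrate, 400 µM as added | times = 1 h enzyme–compound preincubation and 2 h substrate reaction, both 25 °C | benchmarks = low DMSO alone, high DMSO plus 5 µM PC-7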
The depositor's hits bear a star; . = no result given; & = joins results of further samples.

SMILES	CTSL1 counter	Efflux pump inh	PP5 primary	TPT1 inh	core dimer inh	JMJD2C inh	PP1 counter	proCasp3 act	proCasp7 act
COc1ccc(N2C(=O)CC2(C#N)c2ccc(OCc3ccccc3)cc2)cc1 (stereo not given)	5	3.4	5.1	-3	2	5	5	-6	4
Cc1cc2ccccc2n1CCNC(=O)Cc1ccccc1	-1	0.0	4.1	-1	5	-3	-5	-8	-3
O=C(CSc1oc(-c2ccco2)nc1S(=O)(=O)c1ccc(Cl)cc1)NCC1CCCO1 (stereo not given)	3	0.0	1.3	0	8	21	2	-2	-13
CCCCNC(=S)NNC(=O)c1ccco1	-2	0.0	4.7	0	-55	-108	-2	6	4
Cc1ccc(C(C(=O)NC2CCCC2)N(C(=O)c2csnn2)C2CC2)cc1 (stereo not given)	-4	0.1	1.6	-5	0	6	-1	9	-1
CCOc1ccc(CN(C)C(=O)CNC(=O)Cc2cccc3ccccc23)cc1	0	-0.2	1.3	-4	-1	-2	2	-2	8
O=C(CN1CCCCCC1)Nc1ccc(Br)cc1Br	4	-0.1	3.3	0	-4	7	-2	4	-6
O=C(Cc1ccccc1)Nc1cccc(N2CCCC2)c1	0	0.6	2.0	10	2	-4	11	0	-12
COc1ccc2nc(NC(=O)CSc3nnc(N)s3)sc2c1	-3	0.1	2.1	-1	33	-10	-2	2	-8
COc1ccc(-n2c(C)n[nH]c2=O)cc1	-2	-0.1	-1.2	-6	-5	12	-2	1	4
Cc1ccc(-n2c(SCC(=O)Nc3ccc4cn[nH]c4c3)nnc2-c2ccco2)cc1	-4	0.2	4.0	3	6	-8&-7	2	9	6
O=C(O)CNc1nc(-c2ccccc2)c2cc([N+](=O)[O-])ccc2n1	-1	0.0	0.5	0	1	-6	2	-5	-10
CC1(C)Cc2ccccc2-c2nnc(C(F)(F)F)n21	2	-0.1	-5.1	-4	-14	-8	6	5	-7
COc1ccc(NC(=O)CN(C)C(=O)c2c(-c3c(F)cccc3Cl)noc2C)cc1	-3	0.0	3.6	-4	2	5	-3	-2	14
COc1ccc2c(c1)c(C(=O)CN1CCN(Cc3ccccc3)CC1)c(C)n2C	-2	-0.2	0.9	-2	0	3	0	6	3
CC(/C=N/NC(=O)CNc1n[nH]c(=O)[nH]c1=O)c1ccccc1 (stereo not given)	-2	0.0	2.0	-1	2	5	-3	8	-3
C/C(=N\NC(=O)c1ccc(Cn2cc(Br)cn2)o1)c1cccc(NC(=O)C(C)C)c1	2	-5.8	2.8	-6	-11	6	1	5	5
O=C(Nc1ccc(-c2cn3ccccc3n2)cc1)c1ccc(Cl)cc1	3	0.0	-1.8	0	20	.	15	-9	-3
O=C(NCCc1ccc(Cl)cc1)c1ccc(OCC2CCCO2)cc1 (stereo not given)	1	0.3	0.6	-3	-1	3	1	11	-8
CC(=O)C1=C(C)NC(=O)CC1c1ccc(Br)cc1 (stereo not given)	1	0.1	1.3	-2	-5	6	-2	4	4
CC(=O)NC1=NN(C(C)=O)C(c2ccccc2)S1 (stereo not given)	-1	0.0	-1.9	-4	2	7	-4	-1	8
CC(Oc1cccc(Cl)c1)C(=O)Nc1ccc(S(=O)(=O)Nc2ncccn2)cc1 (stereo not given)	-1	-0.1	2.5	1	1	2	-3	6	10
C(=N\N1CCN(C(c2ccccc2)c2ccccc2)CC1)/c1ccc2c(c1)OCO2	1	-0.2	-3.6	3	0	-6	-1	8	1
CCOC(=O)N1CCN(C(=O)c2cc(-c3ccc(OCC)cc3)nc3ccccc23)CC1	4	0.1	4.5	-4	3	6&-4	-1	-1	-6
Cc1[nH]c2ccccc2c1/C=C(\C#N)C(=O)NC(C)c1ccccc1 (stereo not given)	3	-0.3	-0.3	4	0	1	-4	-5	5
COc1ccc(Br)cc1CN(C)C(=O)Cc1ccc(OC)c(S(=O)(=O)N2CCOCC2)c1	.	0.0	0.0	.	.	1	0	3	1
CCCc1cc(-c2n[nH]c(=S)n2C(C)c2ccccc2)cs1 (stereo not given)	4	0.1	3.0	1	4	1	3	-4	-22
Cc1cc(CNC(=O)c2ccc3oc(C(C)C)nc3c2)nn1C	-4	0.0	0.6	2	-1	14	-2	3	5
CC(C)OCCCNCc1cccs1	-2	0.0	0.2	-5	-1	24	0	6	3
O=C(/C=C/c1cccc([N+](=O)[O-])c1)N1CCN(c2ccccn2)CC1	-2	0.0	-1.9	4	3	-14	-2	-1	-3
O=C(COc1ccccc1)NC(=S)N1CCc2ccccc21	-2	4.0	-0.4	-1	0	-6	1	1	-9
COC(=O)c1cccc(NC(=O)c2cccc(OC)c2)c1	-2	0.0	1.5	-5	-1	.	-4	4	4
CCOC(=O)C1CCN(c2cc(=O)n(Cc3ccc(F)cc3)c(=O)[nH]2)CC1	1	0.0	-0.4	-2	7	11	3	4	2
[O-][n+]1c2c(c3c4non(O)c4ccc31)CCCC2	0	0.0	1.7	2	-37	-5	3	3	-2
CCC(=O)N1CCc2cc(S(=O)(=O)CCC(=O)Nc3ccc(C(C)=O)cc3)ccc21	-15	0.2	0.2	-2	-6	-13	1	-4	-3
CC(=O)c1c(C(C)=O)c(C)n(Cc2ccccc2)c1C	-14	-0.1	2.9	-1	3	4	-5	-3	10
O=c1c2c(-c3ccco3)csc2nc(SCc2cn3cccnc3n2)n1-c1ccccc1	6	0.4	2.1	3	66*	28	29*	-5	4
C/C=C(/C)C(=O)O[C@@H]1[C@H](OC(C)=O)c2c(ccc3ccc(=O)oc23)OC1(C)C	5	0.1	1.2	3	10	0	-2	1	-5
Cc1nc(SCC(=O)c2ccc(F)c(F)c2)[nH]c(=O)c1Oc1ccc(Cl)cc1	1	0.1	2.7	3	12	20	5	-2	-3
CCCCn1c(N)c(N(CCC(C)C)C(=O)CCN2C(=O)C3CC=CCC3C2=O)c(=O)[nH]c1=O (stereo not given)	11	-0.1	-0.4	-2	3	-8	-1	6	2
C1=C(CCNc2nnnn2-c2ccccc2)CCCC1	2	-0.1	3.0	4	-3	-1	0	4	8
COCCNC(=O)CN(C(=O)Cn1nnc2ccccc21)c1ccc(C)c(F)c1	-3	0.1	1.2	-5	2	103	-4	3	5
COc1cc(/C=N/Nc2nc(N3CCCCC3)nc(N3CCCCC3)n2)ccc1OC(=O)c1ccco1	1	0.0	2.2	-7	-5	1	1	8	4
Cc1ccccc1Nc1nc(N)nc(CN2CCN(C(=O)c3ccccc3)CC2)n1	-1	-0.1	0.6	-4	-3	4	2	-1	-3
CN(C(=O)COC(=O)c1cc([N+](=O)[O-])ccc1Cl)c1ccccc1	-1	-0.1	-2.0	-1	-2	10	-1	6	5
COc1ccc(Cl)cc1NS(=O)(=O)N1CCOCC1	-2	0.0	1.2	4	0	-4	-3	0	2
CS/C(N)=N/N=C/c1c(O)ccc2ccccc12	8	0.4	1.6	-5	-7	10	1	-5	-20
O=C(Cc1ccc(Cl)cc1)NC1CC1	2	0.2	2.8	-4	-1	2	-3	5	6
N#Cc1c(SCC(=O)O)nc(N2CCCCC2)c2c1CCCC2	6	0.3	-5.2	1	27	-6	-6	-6	-14
Cc1ccccc1N(Cc1nnc2n1CCCCC2)C(=O)Nc1ccccc1	-1	0.2	3.0	3	0	-8	-4	2	-3

Laid out differently: results already given.
SMILES,CTSL1 counter,Efflux pump inh,PP5 primary,TPT1 inh,core dimer inh,JMJD2C inh,PP1 counter,proCasp3 act,proCasp7 act
O=C(CN1CCCCCC1)Nc1ccc(Br)cc1Br,4,-0.1,3.3,0,-4,7,-2,4,-6
O=C(Cc1ccccc1)Nc1cccc(N2CCCC2)c1,0,0.6,2.0,10,2,-4,11,0,-12
COc1ccc2nc(NC(=O)CSc3nnc(N)s3)sc2c1,-3,0.1,2.1,-1,33,-10,-2,2,-8
COc1ccc(-n2c(C)n[nH]c2=O)cc1,-2,-0.1,-1.2,-6,-5,12,-2,1,4
Cc1ccc(-n2c(SCC(=O)Nc3ccc4cn[nH]c4c3)nnc2-c2ccco2)cc1,-4,0.2,4.0,3,6,-8&-7,2,9,6
O=C(O)CNc1nc(-c2ccccc2)c2cc([N+](=O)[O-])ccc2n1,-1,0.0,0.5,0,1,-6,2,-5,-10
CC1(C)Cc2ccccc2-c2nnc(C(F)(F)F)n21,2,-0.1,-5.1,-4,-14,-8,6,5,-7
COc1ccc(NC(=O)CN(C)C(=O)c2c(-c3c(F)cccc3Cl)noc2C)cc1,-3,0.0,3.6,-4,2,5,-3,-2,14
COc1ccc2c(c1)c(C(=O)CN1CCN(Cc3ccccc3)CC1)c(C)n2C,-2,-0.2,0.9,-2,0,3,0,6,3
CC(/C=N/NC(=O)CNc1n[nH]c(=O)[nH]c1=O)c1ccccc1 (stereo not given),-2,0.0,2.0,-1,2,5,-3,8,-3
C/C(=N\NC(=O)c1ccc(Cn2cc(Br)cn2)o1)c1cccc(NC(=O)C(C)C)c1,2,-5.8,2.8,-6,-11,6,1,5,5

Remaining list, next part:
SMILES	CTSL1 counter	Efflux pump inh	PP5 primary	TPT1 inh	core dimer inh	JMJD2C inh	PP1 counter	proCasp3 act	proCasp7 act
Cc1csc(Sc2nc3c(c(=O)[nH]c(=O)n3C)n2Cc2ccccc2Cl)n1	2	-0.1	0.8	-2	-2	5	-1	-2	8
COc1ccc(-c2noc(CSc3nc(-c4ccccc4)cc(=O)[nH]3)n2)cc1OC	-5	0.0	4.8	1	8	2	3	-13	4
CC(C)c1c(C(=O)N/N=C/c2ccncc2)nnn1-c1nonc1N	-1	-0.2	2.8	-3	-17	-8	2	0	-2
O=C(CCC(=O)Nc1ccccc1)NNC(=O)c1cccs1	-13	0.2	0.3	-1	0	7	5	-3	6
Cc1ccc(CCc2nnc(SCC(=O)Nc3cccc(Cl)c3)n2-c2ccccc2)o1	4	-0.1	-1.6	-1	10	43	2	-2	4
CC(NC(=O)c1cn(C(C)c2ccccc2F)nn1)c1ccncc1 (stereo not given)	-5	0.0	0.7	-2	1	-3	-8	-9	3
COc1ccc(-c2nc(=S)c3c(n2Cc2cccnc2)CC(C)(C)OC3)cc1	2	-0.1	1.0	-3	3	-19	6	-14	7
CC1(C)CC(=O)C=C(c2ccc(F)cc2OCc2ccccc2)C1	.	0.2	2.4	.	.	-1	-1	2	3
